# Assay outcomes (PubChem BioAssay)
# TWEAK Fn14 block: inhibitors of TWEAK-Fn14 signaling, primary screen, luciferase reporter cells, uHTS; TWEAK-stimulated Fn14 reporter cells, luciferase luminescence, 8 h; AID 1159606, 2016; inhibition, % at 10 µM; 2% of 360,000 active; in the data active means inhibition above about 50%
# Shn3 inh set2: reduction of Shn3 3'UTR firefly luciferase signal, primary screen, Schnurri-3 inhibitor project, cell-based, Clone20 osteoblasts, set 2; AID 588674, 2011; Clone20 osteoblast Shn3 3'UTR firefly luciferase, 24 h; inhibition, % at 12.5 µM; 0.52% of 360,000 active;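 active means mean inhibition of at least 75% with every replicate also reaching 75%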;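 further: 0% = median of neutral control wells and 100% = pilot-screen positive control compound; some compounds past the cut are filed as inactive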
# TRAIL sens C8: viability loss with TRAIL in NB7+C8 cells, primary screen, TRAIL sensitizer project, cell-based, ATPlite luminescence | inhibition (viability loss, TRAIL sensitization), % at 10 µM | 1% of 360,000 active | AID 624354, 2012;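 active means compounds causing at least 50% loss of cell viability in the single-dose screen, relative to plate controls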
# LRH-1 inv ag: LRH-1 (NR5A2) inverse agonists, primary screen, cell-based, luminescence, HEK293T, StAR-luciferase reporter; LRH-1 transfected, 24 h; inhibition, % at 3.6 µM; 0.13% of 360,000 active;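 active means inhibition above the mean inhibition of all tested compounds plus 3 SD, cut at about 73% in these data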;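 further: 0% = DMSO wells and 100% = reporter-only cells lacking LRH-1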
# Target sequence (O00482 whole entry, looked up): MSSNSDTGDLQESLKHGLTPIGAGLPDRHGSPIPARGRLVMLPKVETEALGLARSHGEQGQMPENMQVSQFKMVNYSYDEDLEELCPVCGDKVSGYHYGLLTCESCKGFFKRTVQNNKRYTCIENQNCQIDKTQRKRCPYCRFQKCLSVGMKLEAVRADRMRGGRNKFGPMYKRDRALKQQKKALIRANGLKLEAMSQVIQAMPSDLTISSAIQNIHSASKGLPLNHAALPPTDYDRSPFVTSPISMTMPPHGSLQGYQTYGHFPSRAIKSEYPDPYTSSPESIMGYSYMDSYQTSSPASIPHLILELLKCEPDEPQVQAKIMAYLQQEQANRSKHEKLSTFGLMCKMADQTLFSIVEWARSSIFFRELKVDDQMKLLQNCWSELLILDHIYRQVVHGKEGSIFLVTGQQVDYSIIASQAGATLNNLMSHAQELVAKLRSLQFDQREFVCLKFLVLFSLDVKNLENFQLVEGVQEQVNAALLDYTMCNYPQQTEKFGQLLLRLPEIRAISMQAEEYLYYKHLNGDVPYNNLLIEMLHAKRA
# CF NFkB inh: inhibitors of PAF-induced NF-kB signaling, primary screen, cell-based, GFP fluorescence, uHTS. 0.86% of 360,000 active. inhibition, % at 5 µM. KKLEB NF-kB-GFP reporter, GFP fluorescence overnight;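 active means at least 50% inhibition at 5 µM, scaled per plate between neutral and stimulator controls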;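 further: PAF is a Pseudomonas aeruginosa culture filtrate used as stimulus; plate controls were PAF-stimulated DMSO wells for no effect and unstimulated DMSO wells for full effect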
# TROY signal inh: inhibitors of TROY-driven NF-kB signaling, primary screen, Q293 LMP1-TROYcd cells, NF-kB luciferase, uHTS; Q293 LMP1-TROYcd NF-kB luciferase reporter, 4 h; inhibition, % at 10 µM; 0.98% of 360,000 active; AID 1347056, 2019;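 active means compounds whose plate-normalised and pattern-corrected inhibition of the luciferase reporter signal at the single screening dose is 50% or more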
# LMP1 NFkB inh: EBV LMP1-driven NF-kappaB luciferase reporter inhibitors, primary screen, cell-based, luminescence, single point; LMP1-induced NF-kappaB luciferase reporter cells; inhibition, % at 12.5 µM; 0.69% of 350,000 active; AID 504558, 2011; in the data active means inhibition above about 41%;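 further: 0% = neutral control wells and 100% = reference inhibitor control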
# SRC3 inh: SRC3 coactivator transcriptional activity inhibitors, primary screen, cell-based, luminescence | Nuclear receptor coactivator 3 (Homo sapiens), Q9Y6Q9 | HEK293 GAL4-SRC3 luciferase reporter | inhibition, % at 3.6 µM | 0.17% of 360,000 active | AID 588352, 2011;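 active means inhibition above a per-campaign cutoff, the mean of all compounds plus 3 SD, cut at about 60% in these data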;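 further: 0% = DMSO-treated cells and 100% = gossypol-treated cells at 36 µM; higher means less SRC3-driven luciferase light from the GAL4 reporter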
# SRC1 inh: SRC1 coactivator transcriptional activity inhibitors, primary screen, cell-based, luminescence. inhibition, % at 3.6 µM. HEK293 GAL4-SRC1 luciferase reporter. 0.12% of 360,000 active. AID 588354, 2011;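 active means inhibition above the campaign mean plus 3 SD, with each screening campaign given its own cutoff, cut at about 60% in these data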;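 further: 0% = DMSO treated cells and 100% = gossypol at 36 µM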
# NR2F2 inh: NR2F2 transcriptional activity inhibitors, primary screen, cell-based, luciferase reporter, HEK293T, luminescence. COUP transcription factor 2 (Homo sapiens), P24468. HEK293T NGFI-A luciferase reporter. inhibition, % at 8.6 µM. 0.7% of 370,000 active. AID 686940, 2013;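 active means inhibition above a per-plate cutoff, mean inhibition of test wells between control levels plus 3 SD, cut at about 38% in these data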;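 further: cells cotransfected with COUP-TFII expression vector driving the NGFI-A reporter; 0% = median of COUP-TF2 test wells and 100% = reporter-only cells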
# Target sequence (P24468 whole entry, looked up): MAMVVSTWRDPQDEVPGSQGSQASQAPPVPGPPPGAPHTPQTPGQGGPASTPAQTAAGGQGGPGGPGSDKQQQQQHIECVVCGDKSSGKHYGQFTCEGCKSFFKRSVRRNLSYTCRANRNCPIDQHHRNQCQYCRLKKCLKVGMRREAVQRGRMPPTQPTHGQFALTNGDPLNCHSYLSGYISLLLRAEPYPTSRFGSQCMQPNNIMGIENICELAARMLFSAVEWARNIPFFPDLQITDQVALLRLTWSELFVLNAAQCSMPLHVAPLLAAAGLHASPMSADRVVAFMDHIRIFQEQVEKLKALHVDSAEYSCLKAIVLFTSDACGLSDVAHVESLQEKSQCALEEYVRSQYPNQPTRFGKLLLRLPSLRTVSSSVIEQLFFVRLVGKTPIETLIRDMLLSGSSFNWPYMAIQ
# KKLEB cytotox: cytotoxicity in KKLEB CF airway cells, primary screen, cytotoxicity control for CF NF-kB inhibitor project, cell-based, uHTS, fluorescence assay plates; KKLEB CF airway cells viability, ATPlite luminescence, overnight; stronger effect = lower value; cells stimulated with P. aeruginosa culture filtrate; activity change (cytotoxicity), % at 5 µM; 0.36% of 360,000 active; AID 602141, 2011;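 active means corrected activity change at or below -50% at 5 µM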
# * = called active by the depositor; . = no result given. An excerpt; rates above refer to the full screens.
SMILES,TWEAK Fn14 block,Shn3 inh set2,TRAIL sens C8,LRH-1 inv ag,CF NFkB inh,TROY signal inh,LMP1 NFkB inh,SRC3 inh,SRC1 inh,NR2F2 inh,KKLEB cytotox
CCN(CC)CCCNC(=O)C1CCN(C(=O)c2oc3cc4sc(N(C)C)nc4cc3c2C)CC1,-13,-6,-2,-10,1,-27,-7,-9,-37,-15,-6
NC(=S)NC1CC2C=CC1C2 (stereo unspecified),-2,-2,6,-5,3,16,-4,8,-15,1,2
Cc1cccc(C(=O)Nc2cccc(C(=O)N/N=C/c3ccccn3)c2)c1,-10,7,10,-17,8,-30,5,-2,-5,-8,-6
Cn1nccc1C(=O)Nc1cccc(S(=O)(=O)N2CCOCC2)c1,5,2,-15,11,-6,6,-1,13,6,1,10
Cc1nn(-c2ccc(Cl)cc2)c(NC(=O)C(C)C)c(-c2ccccc2)c1=O,9,7,15,-14,-26,18,9,22,-27,8,-2
CC(C)C(=O)OCC(=O)Nc1ccc2c(c1)CCC2,-17,-2,-8,-5,8,-28,-2,-2,-58,-23,-2
CCOC(=O)C1CCCN(c2c(NCC3CCCN3CC)c(=O)c2=O)C1 (stereo unspecified),0,-6,14,3,-28,-9,6,0,10,-4,7
CC1(C)Cc2c(C#N)c(NCCCO)nc(-c3ccccc3)c2CO1,5,-5,-5,2,11,3,-4,-29,8,-7,0
CC[C@]12c3[nH]c4ccc(Cl)cc4c3CCN1C(=O)[C@@H](CC(=O)NCc1cccc(C(F)(F)F)c1)C[C@@H]2C(=O)N1CCN(C(=O)C2CC2)CC1,15,18,15,4,-14,31,-6,-27,3,1,0
CCN(CC)C(=O)[C@H]1C[C@H](CC(=O)NCCCOC)C(=O)N2CCc3c([nH]c4cc(-c5ccco5)ccc34)[C@]12C,10,-21,1,-12,-22,1,-2,1,5,26,18
Cc1cc(C)n(CCCNC(=O)c2ccc(C)o2)n1,-9,-8,1,1,-9,-20,6,-5,-1,-6,28
Cn1c(=O)c2c(nc(NCC(O)CO)n2CCc2ccccc2)n(C)c1=O (stereo unspecified),-8,2,-11,4,4,-1,-6,22,7,-12,3
COc1ccc(F)cc1S(=O)(=O)n1cnc2ccccc21,-3,11,12,-8,10,1,12,-2,14,23,-8
COc1ccccc1N1C(=O)CC(c2ccccc2)CC1=O,6,-2,-14,-18,12,-25,-4,-5,-5,6,5
CN1OC[C@@H]2CN(Cc3cc(Cl)cc(Cl)c3)[C@H](c3cccc(-c4ccccc4)c3)C[C@@H]21,4,3,12,8,14,0,0,14,-5,4,3
COc1cccc(NC(=O)CN2C(=O)NC3(CCc4ccccc43)C2=O)c1 (stereo unspecified),19,-6,-6,8,-14,-13,9,21,-15,7,-10
COc1ccccc1Nc1nc(-c2cccc([N+](=O)[O-])c2)cs1,-5,-45,-13,-43,-17,-63,-30,-15,-25,-38,0
CCCCC(=O)Nc1ccc(C(=O)Nc2ccc(S(=O)(=O)N3CCCC3)cc2)cc1,-15,6,27,-6,13,19,3,-2,2,-23,-4
O=C(NNC(=O)c1ccc2c(=O)n3c(nc2c1)CCC3)c1cccc(Cl)c1,6,5,15,6,-17,15,-6,-13,9,9,-9
COc1cc(F)ccc1-c1csc(C(NC(C)=O)c2ccccc2)n1 (stereo unspecified),-26,-4,13,19,-36,4,.,1,-2,-8,9
O=C(COC(=O)C1C2CC3OC(=O)C1C3C2)Nc1ccccc1 (stereo unspecified),10,4,-14,-3,9,9,-10,0,7,-3,6
O=C(c1cccc(Cl)c1)N1CCN(c2ccccn2)CC1,7,-9,4,-31,-3,-16,-4,9,2,14,9
Cc1cccc(Nc2nnc(SCC(=O)Nc3ccc(C(=O)O)cc3)s2)c1,-3,3,40,-18,7,-7,10,1,-12,-4,4
Cc1ccc(NC(=O)CCCSc2nc3ccccc3[nH]2)cc1,2,8,3,15,-14,3,-4,-3,-2,11,-14
COc1ccc(N2CCN(C(=O)c3ccc(CSc4ccccc4)cc3)CC2)cc1,29,-24,0,13,7,18,-8,7,7,3,-4
COc1ccc(/C(C)=N/NC(=O)CNC(=O)C2COc3ccccc3O2)c(OC)c1 (stereo unspecified),6,-76,-1,7,5,-1,30,8,15,21,3
CCn1c(CC(=O)Nc2ccc(C)cc2)nnc1SCC(=O)NCc1ccccc1,0,-15,-7,-10,3,10,13,4,18,3,4
CCCNC(=O)c1onc(CSc2ccc(F)cc2)c1C(=O)NCCOC,-9,-17,5,6,-26,-14,-1,-17,9,-1,16
O=C(Nc1nc2ccc(Cl)cc2s1)C1CCCO1 (stereo unspecified),9,-52,5,-171,-5,-19,-41,-89,-79,-38,2
CC1(C)CC(=O)C=C(c2ccc(COC(=O)c3cccc(C(F)(F)F)c3)cc2)C1=O,21,30,-1,10,0,13,7,11,-2,8,6
CC1(c2nnc(-c3cccc(Cl)c3)o2)CC(c2cccnc2)=NO1 (stereo unspecified),-26,-9,-7,-13,-17,-7,7,-8,-12,-5,4
Cn1nccc1NC(=O)Nc1ccc(Cl)cc1,16,-5,3,10,9,-24,-23,-17,-15,18,2
C=C(C)COc1ccc2oc(C)c(C(=O)OCCOC)c2c1,14,3,9,7,-13,-36,-2,7,17,-22,18
CCOC(=O)c1[nH]cnc1C(=O)Nc1ccc(C)cc1,-9,-16,15,-4,-14,-10,2,22,14,-8,-2
O=C(Nc1cccc(F)c1)N1CCC(c2ccccc2)CC1,-35,-37,13,-51,-5,-54,-41,-30,-44,-9,0
O=C(O)c1cccc(N2CCCC2)c1,-8,-18,-1,10,4,-9,-5,21,12,2,3
CC1CCN(c2ccc(C(F)(F)F)cc2N)CC1,-12,11,-15,15,7,1,4,-2,-34,3,-1
CCOC(=O)C(C)(C)N(Cc1cccc(C)c1)S(=O)(=O)c1cccc([N+](=O)[O-])c1,0,8,14,0,14,14,-10,14,17,2,-7
Cn1nc(C(=O)NCc2ccc(F)cc2)c2c1-c1ccccc1S(=O)(=O)C2,0,9,23,11,-1,-15,1,10,7,15,-2
O=C(Nc1ccc(O)cc1)/C(=C\c1ccncc1)NC(=O)c1ccccc1,4,1,-1,-8,-1,-11,6,-2,4,-7,-2
CCOc1ccc(-n2c(SCC(=O)O)nc3sc4c(c3c2=O)CCCC4)cc1,6,4,0,0,27,-1,-16,-1,-30,-17,-11
Cc1ccc(-c2cc(C(=O)Nc3nn[nH]n3)c3ccccc3n2)c(C)c1,-5,6,-11,-5,5,-16,-2,-25,-16,0,14
COc1ccccc1-n1nnnc1SCC(=O)NC1CCCCC1,8,-8,6,7,-9,-2,-10,-6,-1,7,8
CC(=O)c1c(C)n(-c2ccc(C)cc2)c2ccc(O)cc12,16,-2,-17,-3,32,10,-5,24,25,19,3
CCCCCSc1nc2c(c(=O)[nH]c(=O)n2C)n1CCc1ccccc1,-11,-11,-13,-6,8,-8,0,-7,0,1,5
CC1(C)CC(=O)C(C(C2=C(O)CC(C)(C)CC2=O)c2cccnc2)C(=O)C1 (stereo unspecified),0,11,-3,2,-11,12,6,-6,-8,-3,-4
CC1=CC(C)(C)Nc2ccc(Cc3ccc4c(c3)C(C)=CC(C)(C)N4)cc21,-16,50,3,16,14,20,-3,11,-186,9,11
COc1cccc(/C=C/C(=C2\C(=O)N(c3ccccc3)N=C2C)c2ccc(Br)cc2)c1OC,7,-1,5,20,-22,-17,0,8,-7,-19,-6
COc1cc(OC)cc(C(=O)Oc2ccc(/C=N/Nc3nc4ccccc4s3)cc2OC)c1,-27,-59,2,-39,-8,-58,-35,-105,-116,0,-5
COc1ccc(CNS(=O)(=O)c2ccc3c(c2)NC(=O)C(C)S3)cc1 (stereo unspecified),11,24,11,5,4,29,-1,-11,-1,3,9

# Ordered by number of heavy atoms (highest first): 13 of the compounds above
SMILES,TWEAK Fn14 block,Shn3 inh set2,TRAIL sens C8,LRH-1 inv ag,CF NFkB inh,TROY signal inh,LMP1 NFkB inh,SRC3 inh,SRC1 inh,NR2F2 inh,KKLEB cytotox
CCN(CC)CCCNC(=O)C1CCN(C(=O)c2oc3cc4sc(N(C)C)nc4cc3c2C)CC1,-13,-6,-2,-10,1,-27,-7,-9,-37,-15,-6
CN1OC[C@@H]2CN(Cc3cc(Cl)cc(Cl)c3)[C@H](c3cccc(-c4ccccc4)c3)C[C@@H]21,4,3,12,8,14,0,0,14,-5,4,3
CC1(C)CC(=O)C=C(c2ccc(COC(=O)c3cccc(C(F)(F)F)c3)cc2)C1=O,21,30,-1,10,0,13,7,11,-2,8,6
CCOc1ccc(-n2c(SCC(=O)O)nc3sc4c(c3c2=O)CCCC4)cc1,6,4,0,0,27,-1,-16,-1,-30,-17,-11
Cc1nn(-c2ccc(Cl)cc2)c(NC(=O)C(C)C)c(-c2ccccc2)c1=O,9,7,15,-14,-26,18,9,22,-27,8,-2
CC1(C)Cc2c(C#N)c(NCCCO)nc(-c3ccccc3)c2CO1,5,-5,-5,2,11,3,-4,-29,8,-7,0
CC1(c2nnc(-c3cccc(Cl)c3)o2)CC(c2cccnc2)=NO1 (stereo unspecified),-26,-9,-7,-13,-17,-7,7,-8,-12,-5,4
COc1ccccc1Nc1nc(-c2cccc([N+](=O)[O-])c2)cs1,-5,-45,-13,-43,-17,-63,-30,-15,-25,-38,0
COc1ccccc1N1C(=O)CC(c2ccccc2)CC1=O,6,-2,-14,-18,12,-25,-4,-5,-5,6,5
CCOC(=O)c1[nH]cnc1C(=O)Nc1ccc(C)cc1,-9,-16,15,-4,-14,-10,2,22,14,-8,-2
Cc1cc(C)n(CCCNC(=O)c2ccc(C)o2)n1,-9,-8,1,1,-9,-20,6,-5,-1,-6,28
O=C(Nc1nc2ccc(Cl)cc2s1)C1CCCO1 (stereo unspecified),9,-52,5,-171,-5,-19,-41,-89,-79,-38,2
O=C(O)c1cccc(N2CCCC2)c1,-8,-18,-1,10,4,-9,-5,21,12,2,3
